Compound activity deposited in PubChem BioAssay by Sanford-Burnham Center for Chemical Genomics.
beta cell repl – inducers of beta-cell replication in MIN6 cells; AID 2380; MIN6 cells proliferation, ATPlite luminescence, 48 h; cells starved in 0.2% serum; 100% = growth in 10% serum; proliferation, % at 10 µM; hit rate 0.29% among 330,000;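 active = compounds whose signal lies at least 3.5 SD above the mean of all wells on their plate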;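 also: 0% = DMSO-treated cells in low-serum medium and 100% = 10% serum control; some compounds called inactive have numbers as strong as hits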
hIAP inh – human IAP inhibition; purified IAP, CDP-Star luminescence, 30 min; AID 2544; hit rate 0.12% among 330,000; inhibition, % at 10 µM;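 active = inhibition reaching a set limit with compound at 10 µM in the primary screen, cut at about 35% in these data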;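 also: plate controls were DMSO wells with enzyme for no effect and no-enzyme buffer wells for full effect; values of inactives mirror those of a sister screen read the other way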
tim10-1 inh – growth inhibitors of tim10-1 mutant yeast; S. cerevisiae tim10-1 ts strain growth, BacTiter-Glo, 24 h; inhibition, % at 20 µM; hit rate 2.2% among 330,000; AID 463190;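 active = inhibition of at least 40%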;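 also: mutant grown at 25 °C; 0% = DMSO wells with yeast and 100% = wells holding no yeast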
TIM10 inh – TIM10 yeast growth inhibition; S. cerevisiae TIM10 strain growth, BacTiter-Glo luminescence, 24 h; inhibition, % at 10 µM; AID 463195; hit rate 1.4% among 330,000;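 active = inhibition of 40% or more at the single tested concentration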;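 also: wild-type TIM10 isogenic control strain grown at permissive 25 °C; 0% = DMSO yeast wells and 100% = minimal medium wells without yeast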
mIAP activ – mouse IAP activation. muIAP, CDP-Star luminescence, 30 min; active compounds read high; 1 = vehicle-only enzyme signal, 0 = enzyme-free wells. activation factor at 10 µM. hit rate 0.24% among 330,000;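 active = activation factor of at least 2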; also: the source names both 10 and 20 µM as test concentration; values of inactives mirror those of a sister screen read the other way
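Assay system: mouse IAP enzyme / Compound: DMSO-dissolved test compounds / Timing: 30 min, room temperature / Measured by: luminescence from enzymatic CDP-Star hydrolysis / Control set: DMSO-only wells, enzyme-free buffer wells as negative control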
NALP3 yeast inh – inhibitors of NALP3 inflammasome in yeast; inhibition, % at 10 µM; Yeast reconstituted NLRP3/ASC/caspase-1, beta-gal luminescence, 24 h; hit rate 0.39% among 330,000; AID 2825;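 active = inhibition of 50% or more; inactive = inhibition below 50%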;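 also: plate controls were induced DMSO wells for no effect and uninduced yeast grown without galactose for full effect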
mIAP inh – blocks mouse intestinal alkaline phosphatase; purified mouse IAP, CDP-Star luminescence, 30 min; inhibition, % at 10 µM; hit rate 0.2% among 330,000; AID 2806;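 active = inhibition of at least 40% at 10 µM in the primary screen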;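 also: plate controls were DMSO with enzyme for no effect and no enzyme wells for full effect; values of inactives mirror those of a sister screen read the other way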
APOBEC3A inh – blocks human APOBEC3A ssDNA deamination; recombinant A3A, FAM/TAMRA ssDNA deamination fluorescence; inhibition, % at 20 µM; hit rate 0.41% among 330,000;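 active = at least 40% inhibition at 20 µM here, with at most 30% in a related deaminase screen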;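 also: plate controls were A3A with DMSO for no effect and wells lacking A3A enzyme for full effect; some results filed as inactive read as strong as hits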
Target sequence (P31941 whole entry, looked up): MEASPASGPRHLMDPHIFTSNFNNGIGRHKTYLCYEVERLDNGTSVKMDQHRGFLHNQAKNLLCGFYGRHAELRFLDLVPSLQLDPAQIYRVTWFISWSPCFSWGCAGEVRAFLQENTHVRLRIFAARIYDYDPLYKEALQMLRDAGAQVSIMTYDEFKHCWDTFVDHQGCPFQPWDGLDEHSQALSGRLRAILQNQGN
APOBEC3G inh – inhibitors of human APOBEC3G DNA deaminase | recombinant A3G, ssDNA deamination FAM/TAMRA fluorescence | inhibition, % at 20 µM | hit rate 0.28% among 330,000;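 active = inhibition of at least 40% at 20 µM, with no more than 30% in the related APOBEC3A deaminase screen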;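 also: plate controls were DMSO wells with A3G for no effect and wells lacking A3G enzyme for full effect; some compounds called inactive have numbers as strong as hits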
Target sequence (Q9HC16 whole entry, looked up): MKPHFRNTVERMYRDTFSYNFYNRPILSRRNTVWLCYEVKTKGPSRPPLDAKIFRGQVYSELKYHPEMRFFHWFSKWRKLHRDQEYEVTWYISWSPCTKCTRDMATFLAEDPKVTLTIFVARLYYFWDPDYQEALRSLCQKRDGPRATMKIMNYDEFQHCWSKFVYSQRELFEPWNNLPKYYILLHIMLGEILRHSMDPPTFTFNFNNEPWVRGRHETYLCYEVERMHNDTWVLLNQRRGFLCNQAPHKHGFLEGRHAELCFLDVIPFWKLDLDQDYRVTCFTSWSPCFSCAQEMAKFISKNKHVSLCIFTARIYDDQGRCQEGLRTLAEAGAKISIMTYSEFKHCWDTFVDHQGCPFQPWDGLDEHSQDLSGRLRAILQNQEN
An asterisk follows results filed as active.

SMILES	beta cell repl	hIAP inh	tim10-1 inh	TIM10 inh	mIAP activ	NALP3 yeast inh	mIAP inh	APOBEC3A inh	APOBEC3G inh
CC(=O)C1=C(O)C(=O)N(c2ccc(Br)cc2)C1c1cccc(F)c1 (stereo not given)	1.0	14.1	-19.1	-9.4	0.996	15.6	0.4	-5.7	-6.0
CN(C)c1nc(SCc2ccccc2)nc(N2CCOCC2)n1	0.4	-4.5	27.6	13.8	0.965	23.3	3.5	-2.3	-5.7
COC(=O)Cn1cc(/C=C/[N+](=O)[O-])c2ccccc21	-2.6	11.8	22.3	2.9	0.951	-10.9	4.9	2.9	-7.6
O=C(Oc1ccc(/C=N/NC(=O)c2ccco2)cc1)c1ccccc1	6.3	-1.6	3.9	7.0	1.01	8.3	-0.8	-7.1	-7.5
Cc1ccccc1OCCC(=O)Nc1cccc(S(=O)(=O)Nc2ccccc2Cl)c1	-3.2	-8.5	27.3	30.8	0.933	-11.9	6.7	-0.8	-5.2
CC(C)Cn1c(-c2ccco2)n[nH]c1=S	4.2	-9.5	20.6	2.5	1.01	10.5	-0.8	1.2	46.3*
CC(C)c1nnc(SCC(=O)Nc2ccc3c(c2)OCCO3)n1C	-0.1	10.7	4.3	-16.6	1.02	18.7	-2.0	1.8	-9.6
COc1cccc(OC)c1OCCCN1CCC(Cc2ccccc2)CC1	1.9	14.1	-10.2	9.5	1.05	19.1	-4.6	-3.3	-4.4
CCCCN(C)C(=O)c1coc(=O)c2ccccc12	0.1	1.5	14.0	-3.3	1.04	12.7	-4.1	2.1	-0.2
O=C(O)CCCN1C(=O)c2ccccc2Sc2ncccc21	-2.2	3.6	-3.1	-3.0	0.947	5.3	5.3	-2.7	-9.1
Cc1cccc(N2CCN(C3CCCCC3NS(=O)(=O)c3ccccc3)CC2C)c1 (stereo not given)	-6.0	-5.6	20.0	16.9	1.03	12.1	-2.9	-3.2	6.4
COc1ccc(-c2nsc(SCC(=O)Nc3ccc4c(c3)OCO4)n2)cc1	0.0	-3.0	25.5	-10.8	0.939	24.3	6.1	-0.3	-2.9
C=CCn1c(SCCCCCC)nc(O)cc1=O	0.7	0.9	24.2	16.3	0.911	22.4	8.9	-5.7	-8.9
CCOc1cc(N2CCOCC2)c(OCC)cc1NC(=O)Cn1nc(C)c([N+](=O)[O-])c1C	0.6	1.1	-28.3	-17.4	1.03	6.6	-2.8	0.1	-5.7
CCC(C)c1ccc(S(=O)(=O)N2CCN(c3ccccn3)CC2)cc1 (stereo not given)	-3.1	-21.6	8.6	22.6	1.03	-0.2	-2.9	-2.7	1.8
COc1ccccc1C1(O)CCN(CC(=O)Nc2c(C)nn(C)c2C)CC1	-0.4	14.8	10.4	10.0	0.991	7.5	0.9	-3.7	-6.7
Cc1cc[n+]2cc(-c3cccc([N+](=O)[O-])c3)c(-c3cccc([N+](=O)[O-])c3)cc2c1	1.1	7.5	2.6	11.3	0.931	23.5	6.9	5.0	1.9
Cc1cc(C)c(C(=O)COC(=O)c2cccc(S(=O)(=O)NCc3ccccc3)c2)cc1C	0.0	1.1	31.1	13.2	0.976	21.2	2.4	0.2	-4.0
CC(C)(C)OC(=O)C[C@H]1C/C=C\C[C@@H](CC(=O)N[C@@H](CO)Cc2ccccc2)C(=O)N2CCC[C@@H]2COC1=O	-3.8	-3.8	-1.1	1.8	1.08	2.1	-8.4	-0.8	-6.6
CCOc1ccc(S(=O)(=O)Nc2ccc3c(c2)OCO3)cc1	0.0	3.1	16.6	2.5	0.982	19.2	1.8	-0.7	-4.4
O=C(Nc1nnc(-c2ccco2)s1)C1CCN(S(=O)(=O)c2ccc(Cl)cc2)CC1	-0.9	-10.4	3.8	5.1	0.8	4.4	20.0	-2.6	-4.9
CCS(=O)(=O)N1CCC(C(=O)Oc2ccc(Cl)cc2)CC1	-3.0	10.3	-0.9	1.8	0.935	24.9	6.5	0.2	-2.5
Cn1c(O)c(N=NC(=O)CNC(=O)c2ccccc2)c2cc(Br)ccc21	-1.0	7.6	-3.0	-8.1	1.12	15.3	-11.8	-3.8	-6.5
CC(C)(C)CC(=O)Nc1nnc(CCc2ccccc2)s1	-2.7	10.3	-23.3	-12.2	0.99	27.0	1.0	2.2	0.5
Cn1cccc1C1NC(=O)c2c(sc3c2CCC(C(C)(C)C)C3)N1 (stereo not given)	-0.4	-18.7	29.6	18.9	0.83	0.5	17.0	-3.2	-8.6
CCc1nc(OCc2ccccc2)c2sc3nc4c(cc3c2n1)COC(C)(C)C4	-1.1	20.1	16.2	9.1	0.927	18.0	7.3	-1.4	-5.2
CC1=C(C(=O)Nc2ccccc2C)C(c2ccc(C)o2)N2C(=O)CSC2=N1 (stereo not given)	-4.0	-13.3	14.3	8.5	0.84	-8.9	16.0	0.3	-6.3
N#CC(C(=O)NCCc1ccccc1)c1nc2ccccc2nc1N1CCCCC1 (stereo not given)	-3.7	27.8	4.1	5.3	0.861	5.4	13.9	-5.5	-6.1
O=C(NCC1c2ccccc2CCN1C(=O)CN1CCOCC1)C1CCCCC1 (stereo not given)	-1.7	-1.1	6.6	-0.1	0.975	6.1	2.5	-18.2	-5.9
Cc1ccc2cc(C#N)c(NCc3ccccc3)nc2c1	-1.1	-12.8	15.3	-10.7	1.03	3.1	-3.3	-0.2	-7.0
O=C(NC1CCCCCCC1)c1ccc(F)cc1	-1.8	-6.9	15.5	27.4	0.975	11.1	2.5	-2.1	-10.1
Cc1ccccc1NC(=O)CSc1nc2ccccc2c2nc(CCn3cncc3C)nn12	-1.7	-30.6	-6.5	-2.2	1.14	-5.4	-14.0	2.5	-3.3
Oc1[nH]c2ccc(Br)cc2c1N=Nc1nn[nH]n1	-2.0	-42.6	16.7	6.4	0.717	13.5	28.3	1.2	-5.7
COc1cccc(-c2nn(-c3ccccc3)cc2CN(C)Cc2ccon2)c1	-1.7	-10.8	35.3	-1.7	1	18.7	-0.2	-2.5	-7.5
COC(=O)C1CCN(C(=O)NC(C)(C)C)CC1	2.0	-6.0	5.5	3.4	0.986	0.4	1.4	-1.3	-7.1
CCCN(CCC)c1ccc(C(O)c2nnc(-c3ccccc3)o2)cc1 (stereo not given)	-5.5	15.7	5.9	20.9	1.05	22.8	-5.4	-1.9	-8.4
CC(C)C(C(=O)OCC(=O)c1ccccc1)N1C(=O)C2C3C=CC(C3)C2C1=O (stereo not given)	0.3	-2.2	22.9	9.8	0.962	16.7	3.8	0.0	-5.9
CCOC(=O)c1ccc(NC(=S)N(CCCN2CCN(CC)CC2)Cc2cccs2)cc1	-4.0	-7.7	-4.3	-17.4	0.995	3.6	0.5	1.2	-3.4
O=C(Nc1cccc(S(=O)(=O)N2CCCC2)c1)c1cc(=O)[nH]c2ccccc12	5.4	22.6	-12.3	3.8	0.921	0.1	7.9	-2.9	-10.4
Cn1cc(C(=O)NCC2COc3ccccc3O2)c(=O)c2cc(S(=O)(=O)N3CCCCC3)ccc21 (stereo not given)	-3.2	1.8	-6.9	-8.4	0.924	4.1	7.6	-3.8	-11.0
COc1ccc(O)c(CN2CCN(C/C=C/c3ccccc3)CC2)c1	-2.0	15.9	-15.6	-9.4	0.891	18.4	10.9	1.0	-2.5
CN(C)CCNC(=O)Nc1ccc(Cl)c(Cl)c1	0.4	5.9	15.1	11.2	1.3	-3.8	-30.4	3.6	-3.1
COc1cccc2c1OC1(C)CC2NC(=O)N1Cc1ccccc1 (stereo not given)	-2.0	13.6	9.9	3.7	0.955	9.8	4.5	-1.3	-3.3
COc1ccc(C(=O)Nc2nncs2)cc1S(=O)(=O)N1CC(c2ccccc2)CC1=O (stereo not given)	-5.3	-6.0	3.4	5.0	0.946	2.6	5.4	-1.0	-7.6
COC(=O)c1ccc(NS(=O)(=O)c2ccc3c(c2)n(C)c(=O)n3C)cc1	0.8	-31.8	-1.3	-1.4	0.899	-5.7	10.1	-1.2	-1.4
CC(=O)Nc1c(C(=O)O)[nH]c2ccccc12	1.0	-7.6	-7.0	1.5	1.01	7.1	-0.8	-3.9	-2.6
COc1ccc(-n2c(SCC(=O)Nc3nccs3)nnc2-c2ccoc2C)cc1	0.0	-10.3	27.6	25.0	0.991	7.7	0.9	1.3	-0.3
Oc1c(C(Nc2nc3ccccc3s2)c2ccco2)ccc2cccnc12 (stereo not given)	-4.3	-2.8	43.1*	14.7	1.08	-12.4	-7.7	-4.2	-1.5
CCCCc1ccc(-c2csc(/C(C#N)=C\c3ccco3)n2)cc1	-4.5	0.4	18.1	7.9	0.917	11.0	8.3	-1.8	-2.9
COc1ccc2c(c1OC)C(=O)N(c1cccc(C)c1)C2=O	4.2	-25.8	16.3	-7.8	0.9	22.9	10.0	-2.1	-7.2
Cc1c(O)ccc(NS(=O)(=O)c2ccccc2)c1C	-5.7	5.4	-4.5	5.4	1.1	13.3	-9.8	2.1	6.3
O=c1[nH]nc(-c2ccc(F)cc2)cc1Cc1ccc(F)cc1	0.3	-9.6	9.5	-26.4	0.982	-8.9	1.8	-4.9	-5.4
Cc1cc(C(F)(F)F)nn1Cc1n[nH]c(=S)n1-c1ccc(F)cc1	-0.1	-1.1	13.3	-2.8	0.916	14.3	8.4	-2.7	10.2
O=C(CN1CCN(Cc2ccccc2)CC1)NCc1ccccc1Cl	-0.7	0.1	13.1	-5.1	0.979	17.5	2.1	-0.1	-6.4
CC(=O)Oc1cccc(N2C(=O)C3C(C2=O)C2C=CC3C23CC3)c1 (stereo not given)	-1.5	0.4	12.9	11.9	1.07	11.1	-6.9	4.0	1.8
CCN(CC)S(=O)(=O)c1ccc(N2CCOCC2)c(NC(=O)C(C)Oc2ccc(F)cc2)c1 (stereo not given)	-3.7	0.1	5.9	3.5	0.87	24.4	13.0	-2.1	-10.7
CNCC(O)Cn1c2c(c3ccccc31)CCCC2 (stereo not given)	-1.7	1.4	13.3	6.3	0.93	-11.7	7.0	-3.5	-8.2
O=C1OCC2=C1C(c1ccc(F)cc1)CC(=O)N2c1ccc(F)cc1 (stereo not given)	0.4	17.4	19.5	8.9	0.988	-2.3	1.2	-1.2	-2.5
Cc1ccccc1NC(=O)CSc1nnc2ccc(-c3ccncc3)nn12	1.9	15.8	-0.4	1.4	0.88	14.2	12.0	-0.3	-4.4
O=C(NCCN1CCOCC1)c1ccc2c(c1)N(Cc1ccccc1F)C(=O)CS2	-1.1	2.3	7.0	20.6	1.1	13.6	-10.2	1.5	-1.6
N#Cc1c(NC(=O)c2cnccn2)sc2c1CCCC2	0.0	-18.0	32.5	11.9	0.871	22.0	12.9	4.5	1.5
O=C(NCCN1CCOC1=O)C1CCC(=O)N(CCc2ccc(Cl)cc2)C1 (stereo not given)	-1.2	-1.8	7.2	7.1	1.06	2.4	-6.0	-0.9	-0.8
Cc1ccc(OCCC(=O)OCC(=O)Nc2ccc3[nH]c(=O)[nH]c3c2)cc1	1.0	6.2	-1.9	-0.5	0.99	10.9	1.0	-1.9	-9.3

Two entries drawn at random from those above:
SMILES	beta cell repl	hIAP inh	tim10-1 inh	TIM10 inh	mIAP activ	NALP3 yeast inh	mIAP inh	APOBEC3A inh	APOBEC3G inh
COc1ccc2c(c1OC)C(=O)N(c1cccc(C)c1)C2=O	4.2	-25.8	16.3	-7.8	0.9	22.9	10.0	-2.1	-7.2
CC(=O)Oc1cccc(N2C(=O)C3C(C2=O)C2C=CC3C23CC3)c1 (stereo not given)	-1.5	0.4	12.9	11.9	1.07	11.1	-6.9	4.0	1.8
